SRC1 TRFRET art: TR-FRET artefact, counter-screen to PPARgamma/SRC-1 agonist assay. 0.34% of 99,000 active. TR-FRET detection artefact counter-screen, emission ratio; hits give high values. TR-FRET ratio at 8 µM; in the data active = TR-FRET ratio above about 2300; note: inactives centre near 1800; reference of the scale not given here
SRC3 TRFRET art: counter-screen for PPARgamma SRC-3 recruitment agonists: TR-FRET artefact. PPARgamma/SRC-3 format; hits give high values. TR-FRET ratio at 8 µM. 0.39% of 99,000 active. AID 1048; in the data active = TR-FRET ratio above about 2000; note: inactives centre near 1600; reference of the scale not given here
The depositor's hits bear a star. An excerpt, so the mix of outcomes need not match the whole.

SMILES	SRC1 TRFRET art	SRC3 TRFRET art
COc1ccc(CCN(C)C(=S)NC(=O)c2ccc(F)cc2Cl)cc1OC	1656	1531
Cn1c(CSc2ncccn2)nnc1SCC(=O)N1CCCC1	1825	1506
O=C(CSc1nc2ccccc2[nH]1)NC(=O)NCc1ccco1	1904	1358
N=C1CCCN1CC(=O)c1ccc(Cl)cc1	1735	1690
COc1ccc(C2=NN(C(=O)CSc3nc4ccccc4s3)C(c3ccc(F)cc3)C2)cc1 (stereo not drawn)	1833	1435
CC1(C)CC(=O)/C(=C\c2cccc([N+](=O)[O-])c2)C(C)(C)N1	1519	1618
COCCCN(C(=O)Cn1ncc2c(=O)oc3ccc(C)cc3c21)C(C)c1ccncc1 (stereo not drawn)	1855	1497
OCCNCc1cccc(Br)c1	1859	1786
CCOc1cc(C=O)cc(Br)c1OCC(=O)NCCc1ccccc1	2038	1575
CC(C)c1ccc(S(=O)(=O)/N=C2/C=CC(=O)c3ccccc32)cc1	1730	1395
COc1ccccc1NC(=O)Nc1ccccc1SC	1688	1596
Cc1ccc(NC(=O)CSc2ccc(-c3ccco3)nn2)cc1	1860	1535
CSc1ccccc1NC(=O)Cc1ccccc1	1778	1418
Cc1cc(C)cc(C(=O)Nc2nnc(SCC(=O)N3CCCc4ccccc43)s2)c1	1791	1658
NNC(=O)COc1ccc(C2SCCS2)cc1	2184	1418

Entries listed so far with bromine:
SMILES	SRC1 TRFRET art	SRC3 TRFRET art
OCCNCc1cccc(Br)c1	1859	1786
CCOc1cc(C=O)cc(Br)c1OCC(=O)NCCc1ccccc1	2038	1575

(list continues)
SMILES	SRC1 TRFRET art	SRC3 TRFRET art
Cc1ccc(Nc2nc(N)c([N+](=O)[O-])c(NCc3ccco3)n2)cc1C	1633	1348
CN(C)/C=C/C(=O)c1ccc(-c2ccc(Cl)cc2Cl)o1	1788	1337
C/C(=N\Nc1nc(Nc2ccccc2)nc(N2CCOCC2)n1)c1cccs1	1909	1730
O=C1CC(N2CCN(c3ccc(O)cc3)CC2)C(=O)N1c1ccc2c(c1)OCO2 (stereo not drawn)	1866	1601
COc1ccc(C(CC(=O)O)NC(=O)c2cccs2)cc1 (stereo not drawn)	1674	1601
CC(=O)/C(=N/Nc1ccccc1Cl)Sc1nnc(C(O)c2ccccc2)n1-c1ccccc1 (stereo not drawn)	1777	1451
COc1ccc(OCCn2c(=O)sc3ccccc32)cc1	1654	1613
Cc1nn(Cc2ccc(Cl)c(Cl)c2)c(C)c1NC(=O)c1cc(C2CC2)on1	1620	1795
O=C(/C=C/c1c(F)cccc1Cl)Nc1ccncc1	1495	1393
Cc1ccc(Oc2cnn(-c3ccccc3)c(=O)c2Br)cc1	1919	1888
CC(CCn1cccn1)NC(=O)c1cc(COc2ccc(F)cc2Cl)on1 (stereo not drawn)	1692	1490
O=C(C1CCN(C2CCN(CC3CC=CCC3)CC2)CC1)N1CCOCC1 (stereo not drawn)	1876	1519
O=C(C1=C[C@H](c2ccc3c(c2)OCO3)C[C@H](OCCCCO)O1)N1CCN(Cc2ccccc2)CC1	1565	1483
Cc1ccc(C(=O)Oc2coc(CSc3nnc(NC(=O)C4CC4)s3)cc2=O)cc1	1967	1570
CS(=O)(=O)N1CCCC(C(=O)c2cccc(Cl)c2)C1 (stereo not drawn)	1723	1567
O=C(COc1ccccc1Br)NCCc1nc2ccccc2[nH]1	1752	1657
CCC(=O)NC(=S)Nc1ccc(NC(=O)c2cccc([N+](=O)[O-])c2C)cc1	2070	1394
O=C(CC1NCCc2ccccc21)Nc1ccccc1 (stereo not drawn)	1781	1536
COc1ccc(NC(=O)C2(c3ccc(NC(=O)c4ccc(OC)cc4)cc3)CCCC2)cc1	1671	1643
COc1ccc2nc(-n3c(O)c(C4=c5ccccc5=NC4=O)[nH]c3=S)sc2c1	1790	1700
Cc1cccc(NC(=O)c2ccccc2OCC(=O)N2CCCC2)c1C	1925	1648
CCCCNS(=O)(=O)c1ccc(NC(=O)C2c3ccccc3Oc3ccccc32)cc1	1754	1674
CC(C)(C)NC(=O)NC(=O)CSc1n[nH]c(-c2ccccc2Br)n1	1542	1538
Cc1ccc2nc(C)c3c(c2c1)COC3	1918	1756
Fc1ccc(-c2nnsc2Sc2ccccn2)cc1	1838	6319*
C#CCNC(=O)C1=C[C@H](C2CCCCC2)[C@@H](CCCO)[C@H](OCC)O1	1611	1768
CCOC(=O)/C(C#N)=C1\CCCN1CC(N)=S	1604	1433
Cc1cc(=O)n2c(C(=O)Nc3ccc(C(=O)OC(C)C)cc3)c(C(=O)Nc3ccccc3)sc2n1	2055	1769
O=C(Oc1c(-c2ccccc2Cl)oc2ccccc2c1=O)c1ccc(Cl)cc1	2060	1741
O=S(=O)(c1cccc(F)c1)N1CCC(CO)(Cc2cccc(F)c2)CC1	1712	1464

Filtered by structure, the compounds so far containing an aryl methoxy group
SMILES	SRC1 TRFRET art	SRC3 TRFRET art
COc1ccc(CCN(C)C(=S)NC(=O)c2ccc(F)cc2Cl)cc1OC	1656	1531
COc1ccc(C2=NN(C(=O)CSc3nc4ccccc4s3)C(c3ccc(F)cc3)C2)cc1 (stereo not drawn)	1833	1435
COc1ccccc1NC(=O)Nc1ccccc1SC	1688	1596
COc1ccc(C(CC(=O)O)NC(=O)c2cccs2)cc1 (stereo not drawn)	1674	1601
COc1ccc(OCCn2c(=O)sc3ccccc32)cc1	1654	1613
COc1ccc(NC(=O)C2(c3ccc(NC(=O)c4ccc(OC)cc4)cc3)CCCC2)cc1	1671	1643
COc1ccc2nc(-n3c(O)c(C4=c5ccccc5=NC4=O)[nH]c3=S)sc2c1	1790	1700

Additional structures:
SMILES	SRC1 TRFRET art	SRC3 TRFRET art
CCN(CC)c1ccc(NC(=O)Cn2c(C(C)NC(=O)c3ccccc3)nc3ccccc32)cc1 (stereo not drawn)	1702	1635
C=CCN(CC=C)CCCOc1ccccc1C(=O)OC	1784	1418
C(=N\N1CCN(C(c2ccccc2)c2ccccc2)CC1)/c1ccc2c(c1)OCO2	1665	1779
COCCCN(C(=S)Nc1ccc(C)cc1Cl)C(C)c1ccncc1 (stereo not drawn)	1797	1783
CC(=O)Nc1ccc(S(=O)(=O)N(C)CC(=O)OCC(=O)Nc2ccc3c(c2)OCO3)cc1	1751	1554
COc1ccc(C(=O)NCC(=O)OCc2ccc([N+](=O)[O-])cc2)cc1	1754	1612
CCOC(=O)/C(C#N)=N/Nc1ccccc1OC	2063	1573
N[C@@H](Cc1cc(I)c(O)c(I)c1)C(=O)O	1712	1540
C=CCSc1nc(=O)n2ccccc2n1	1728	1754
CC(C)OC(=O)Nc1ccc2c(c1)N(C(=O)CCN1CCN(CCO)CC1)c1ccccc1CC2	1649	1492
CC(C)(C)NC(=O)C(=O)NCc1ccccn1	1667	1508
Cc1ccc(-c2nc(NCc3ccco3)n(C(=O)c3ccco3)n2)cc1	1913	1686
Cn1cnnc1SCC(=O)c1c(N)n(Cc2ccccc2)c(=O)n(C)c1=O	2050	1487
CC(=O)Nc1ccc(N/C=C(\C=O)c2nc3ccccc3o2)cc1	1942	1542
Clc1ccc(COc2cccc(CNCc3ccncc3)c2)cc1	1943	1482
O=C(Cn1ncc(Cl)c(Cl)c1=O)NCC1CCCCC1	1590	1506
CCOC(=O)C1=C(N)OC2=C(C(=O)CC(C)C2)C1c1cccnc1 (stereo not drawn)	1861	1690
CCCn1c(SCC(=O)Nc2cccc(C)n2)nnc1C(C)C	1709	1365
Cc1ccc(C(=O)N/C(=C/C=C\c2ccccc2)C(=O)NCc2ccco2)cc1	1871	1616
O=C(CCS(=O)(=O)c1cccc2nonc12)NC1CCCCCC1	1590	1572
CCn1c(CCNC(=O)c2ccc(C)cc2)n[nH]c1=S	1655	1548
COc1ccccc1-c1ccc(SCc2cccc(F)c2)nn1	1487	1524
Cc1ccc(NCc2n[nH]c(=S)n2-c2ccccc2)c(C)c1	1792	1714
CCCCn1c(N)c(N(CCC(C)C)C(=O)CSc2nnc(Nc3ccccc3)s2)c(=O)[nH]c1=O	1701	1375
COC(=O)N/N=C1\CCCc2ccccc21	1685	1751
O=c1[nH]c(CN2CCN(S(=O)(=O)c3ccc(Cl)cc3)CC2)nc2cc(Cl)ccc12	1890	1545
Cc1cc(C)n2[nH]c(=O)c(N=Nc3ccc(S(N)(=O)=O)cc3)c2n1	1795	1696
COc1ccc(NC(=O)CSc2n[nH]c(C)c2[N+](=O)[O-])cc1	1581	1588
COCCCNC(=S)NNC(=O)C(O)(c1ccccc1)c1ccccc1	1627	1641
COc1ccc(-c2nnc(SCC(=O)NNC(=O)Cc3ccccc3)n2C)cc1OC	1859	1662

In the list so far, two contain a thiophene ring, fused or not:
SMILES	SRC1 TRFRET art	SRC3 TRFRET art
C/C(=N\Nc1nc(Nc2ccccc2)nc(N2CCOCC2)n1)c1cccs1	1909	1730
COc1ccc(C(CC(=O)O)NC(=O)c2cccs2)cc1 (stereo not drawn)	1674	1601

New compounds follow.
SMILES	SRC1 TRFRET art	SRC3 TRFRET art
COc1ccccc1NC(=O)CN(Cc1ccco1)C(=O)c1cc2ccccc2o1	1508	1799
COc1ccc(/C=N/NC(=O)c2nc(-c3ccccc3)cc(-c3ccccc3)n2)cc1O	2026	1754
O=C(CCNC(=O)OCc1ccccc1)NC1CCCCCC1	1799	1514
Cc1ccc(/C(O)=C2/C(=O)C(=O)N(CCN3CCOCC3)C2c2cccnc2)cc1 (stereo not drawn)	1688	1831
Cn1c(=O)c2c(ncn2CCc2ccccc2)n(C)c1=O	1710	1670
COc1ccc(N2CCc3c(C)nc(SC)nc32)cc1	1967	1690
C[C@@H](C(=O)NCCc1c[nH]c2ccccc12)[C@H]1C[C@]1(C)[C@H](NC(=O)OCc1ccccc1)c1ccccc1	1677	1658
O=C(CSc1nc2ccccc2[nH]1)Nc1nc(-c2cccc(Br)c2)cs1	1791	1745
O=C(NCc1ccco1)C1CCCCC1	1744	1736
COc1ccc(-n2nc([N+](=O)[O-])c(=NCc3ccco3)n2O)cc1	1618	1461
Cc1cc(C)cc(OCCNS(=O)(=O)c2cccs2)c1	1833	1667
COc1cc(CN2CCNC(=O)C2CC(=O)N(C)Cc2ncc[nH]2)cc(OC)c1 (stereo not drawn)	1756	1556
O=[N+]([O-])c1cccc(/C=N/Nc2nc(C(Cl)(Cl)Cl)nc3ccccc23)c1	1935	1615
Cc1ccccc1OCc1nc(-c2cccnc2)no1	2116	1689
Cc1ccc(C(=O)CCC2CCCC2=O)cc1 (stereo not drawn)	1852	1539
COc1ccc(C(=O)Nc2cccc(S(C)(=O)=O)c2)cc1	1858	1624
Cc1cc(NC(=O)C2CCCCC2)ccc1NC(=O)c1ccccc1Cl	1844	1655
O=[N+]([O-])c1ccc2c(c1)nc1n2CCN(C2CCCCC2)C1	2032	1463
CCOC(=O)Cc1nnc(NC(=O)C2CCCCC2)s1	1704	1576
O=c1c(N2CCOCC2)coc2ccccc12	1841	1712
COC(=O)c1ccc(-c2ccc(/C=N/NC(=O)CC3(C)OCCCO3)o2)cc1	1741	1444
CS(=O)(=O)N(CC(=O)N1CCC(C(N)=O)CC1)c1ccc(Oc2ccccc2)cc1	1916	1569
Cc1cc(C)n2nc(C(=O)Nc3c(C)nn(Cc4ccc(F)cc4)c3C)cc2n1	1944	1781
Cc1c(Cl)cccc1NC(=S)NCc1ccccc1Cl	1855	1574
CC(C)(C)NC(=S)NNC(=O)c1cccc(Br)c1	1828	1693
COC(=O)C1=C(NC(=O)COc2ccc(Cl)cc2Cl)CCS1	1874	1629
CCC(C)c1ccccc1NC(=O)COC(=O)CCc1cc(OC)c(OC)c(OC)c1 (stereo not drawn)	2077	1617
CSCCC(NC(=O)c1ccc(C(C)(C)C)cc1)C(=O)O (stereo not drawn)	1748	1471
COC(=O)CSc1nc(C)c(C)c(C)c1C(N)=O	1725	1591
CC[n+]1c(/C=C/N(C)c2ccccc2)oc2ccccc21	2065	1606
CCOC(=O)/C(=C/C=C1\Sc2ccccc2N1CC)C(C)=O	1545	1624
CC(C)(C)c1ccc(S(=O)(=O)N(CCCN2CCOCC2)Cc2cccs2)cc1	1547	1514
Cc1c(N/N=C(\C#N)C(=O)c2ccc(Cl)cc2)c(=O)n(-c2ccccc2)n1C	1911	1617
COc1cccc(C2c3[nH]c4ccccc4c3CCN2Cc2cnc(C)s2)c1OC (stereo not drawn)	1728	1744
CCCS(=O)(=O)c1ccc(COC(=O)c2cccc(NC(=O)C(C)C)c2)cc1	1907	1491
Cc1cccc(CCNS(=O)(=O)c2cnc[nH]2)c1	1866	1572
C/C(N)=C(/C#N)C(=O)COC(=O)c1ccccc1C(=O)c1ccc(C)cc1	1906	1617
COC(=O)CSc1nc(C2CC2)nc2ccccc12	2064	1764
CC(C)Oc1cccc(C(=O)NC(=S)Nc2ccccc2)c1	1482	1561
Cc1nc2sc(C(c3cccs3)N3CCN(C(=O)c4ccco4)CC3)c(O)n2n1 (stereo not drawn)	1934	1786
CC1=C(C(=O)OCCNC(=O)c2cccnc2)C(c2cccc([N+](=O)[O-])c2)C(C(=O)OCCN(C)C)=C(C)N1 (stereo not drawn)	1821	1606
COc1ccc(C2(CNC(=O)c3cccc([N+](=O)[O-])c3)CCCCC2)cc1OC	1714	1565
CCC1=NN(C(=O)c2ccc(Br)cc2)C(O)(c2ccccc2)C1 (stereo not drawn)	1726	1438
CC(=O)C1=C(O)C(=O)N(CCc2c[nH]c3ccccc23)C1c1ccc(C)cc1 (stereo not drawn)	1779	1626
CCN(CC)C(=O)Cn1cc(C(=O)C(=O)NCCc2ccc(S(N)(=O)=O)cc2)c2ccccc21	1922	1635
O=Cc1ccc(Oc2ccc(F)cc2)nc1	1732	1640
Cc1c(N/C(=N/S(=O)(=O)c2ccccc2)c2ccc(Cl)cc2)c(=O)n(-c2ccccc2)n1C	1762	1633
CS(=O)(=O)N1CCN(c2ccc(NC(=O)c3ccccc3)cc2)CC1	1880	1483

Arranged by number of heavy atoms (rising): some entries from above.
SMILES	SRC1 TRFRET art	SRC3 TRFRET art
COC(=O)CSc1nc(C2CC2)nc2ccccc12	2064	1764
CC(C)Oc1cccc(C(=O)NC(=S)Nc2ccccc2)c1	1482	1561
Cc1nc2sc(C(c3cccs3)N3CCN(C(=O)c4ccco4)CC3)c(O)n2n1 (stereo not drawn)	1934	1786

Screening results: PubChem, The Scripps Research Institute Molecular Screening Center
